Source: PubChem BioAssay
ROS inducer: raises reactive oxygen species in U2OS cancer cells; hit rate 2% among 46,000; AID 624156; ROS induction (% of piperlongumine), % at 10 µM; U2OS ROS induction, H2DCF-DA fluorescence; in the data active means ROS induction above about 79%, passing the limit was not always enough;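 further: 0% = DMSO vehicle median and 100% = reference compound median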
* marks the source's active call; other numbers are inactive results. Some of the compounds tested; count on the stated rates, not on these rows.

The opening 3 entries as a preview:
SMILES	ROS inducer
COc1ccc(S(=O)(=O)N(C)C[C@@H]2Oc3c(NC(=O)NC(C)C)cccc3C(=O)N([C@H](C)CO)C[C@@H]2C)cc1	-11.9
COc1ccc(CN(C)C[C@H]2Oc3c(NS(=O)(=O)c4cn(C)cn4)cccc3C(=O)N([C@@H](C)CO)C[C@H]2C)cc1	-16.0
Cc1nc(NCCN2CCOCC2)c2sc3nc4c(cc3c2n1)COC(C)(C)C4	6.6

The list itself (from the top)
SMILES	ROS inducer
COc1ccc(S(=O)(=O)N(C)C[C@@H]2Oc3c(NC(=O)NC(C)C)cccc3C(=O)N([C@H](C)CO)C[C@@H]2C)cc1	-11.9
COc1ccc(CN(C)C[C@H]2Oc3c(NS(=O)(=O)c4cn(C)cn4)cccc3C(=O)N([C@@H](C)CO)C[C@H]2C)cc1	-16.0
Cc1nc(NCCN2CCOCC2)c2sc3nc4c(cc3c2n1)COC(C)(C)C4	6.6
C[C@@H]1CN([C@H](C)CO)C(=O)c2cccc(NC(=O)Nc3ccc(F)cc3)c2O[C@@H]1CN(C)C(=O)Nc1ccccc1	10.9
Cc1ccc(S(=O)(=O)Nc2ccc3c(c2)C(=O)N([C@H](C)CO)C[C@@H](C)[C@@H](CN(C)Cc2ccc(C(F)(F)F)cc2)O3)cc1	5.4
O=C(CSc1nnc(-c2cccnc2)n1-c1ccccc1)Nc1ccc(Oc2ccccc2)cc1	-11.4
COC(=O)Cn1ncc2c3ccccc3n(Cc3cccc(Cl)c3)c2c1=O	16.8
CCOC(=O)C1=C[C@]2(CC)CCCN3CCc4c(n1c1ccccc41)[C@@H]32	5.2
C[C@@H]1CN([C@H](C)CO)C(=O)c2cccc(NC(=O)Nc3cccc4ccccc34)c2O[C@@H]1CN(C)S(C)(=O)=O	1.0
COc1cccc(CNC(=O)CCS(=O)(=O)Cc2ccc(C)cc2)c1	-13.5
C[C@H]1CN([C@@H](C)CO)C(=O)Cc2cc(NS(=O)(=O)c3ccc(Cl)cc3)ccc2O[C@H]1CN(C)C(=O)Nc1ccc2c(c1)OCO2	0.4
O=C(CSc1nnc(-c2ccc(C(F)(F)F)cn2)o1)Nc1cccc(Cl)c1	16.8
CC(C)NC(=O)Nc1cccc2c1O[C@H](CN(C)S(=O)(=O)c1cccs1)[C@@H](C)CN([C@@H](C)CO)C2=O	-6.6
C[C@@H]1CCCCO[C@H](CN(C)S(=O)(=O)c2cn(C)cn2)[C@@H](C)CN([C@H](C)CO)C(=O)c2cc(NS(=O)(=O)c3cccs3)ccc2O1	-1.8
CN1CCC(=C2c3ccccc3Sc3ccccc32)CC1	-12.4
C[C@H](CO)N1C[C@H](C)[C@H](CN(C)S(=O)(=O)c2ccc(F)cc2)Oc2c(NC(=O)Nc3ccccc3)cccc2C1=O	2.1
C[C@@H]1CN([C@@H](C)CO)C(=O)c2cccc(NS(=O)(=O)c3ccccc3)c2O[C@H]1CN(C)S(=O)(=O)c1cccs1	-10.9
O=C(NCCOc1cccc(C(F)(F)F)c1)c1cccc(NC2=NC3CS(=O)(=O)CC3S2)c1 (stereo unspecified)	-1.7
CCCn1c(=O)c2c(nc3n2CCCN3Cc2ccco2)n(C)c1=O	11.6
C[C@@H]1CCCCO[C@@H](CN(C)C(=O)Nc2ccc(C(F)(F)F)cc2)[C@@H](C)CN([C@H](C)CO)C(=O)c2cc(NC(=O)Nc3ccc4c(c3)OCO4)ccc2O1	26.0
COC(=O)C1=COC(O[C@@H]2O[C@H](CO)[C@@H](O)[C@H](O)[C@H]2O)[C@@H]2[C@@](C)(O)[C@@H](OC(=O)/C=C\c3ccccc3)C[C@]12O (stereo partly specified)	-8.7
COc1ccc(CN(C)C[C@H]2Oc3ccc(NS(=O)(=O)c4cccs4)cc3C(=O)N([C@@H](C)CO)C[C@@H]2C)cc1	12.9
Cc1cc(OCC(=O)Nc2ccc(O)c(-c3nc4ccccc4o3)c2)ccc1Cl	-14.8
COC(=O)c1cn(NC(=O)C(c2ccccc2)C2CCCC2)c(=O)c2ccccc12 (stereo unspecified)	-6.9
COc1ccc(NC(=O)N(C)C[C@@H]2Oc3ccc(NC(=O)CCN4CCOCC4)cc3C(=O)N([C@@H](C)CO)C[C@H]2C)cc1	-13.4
CCOc1ccc(Cl)cc1S(=O)(=O)NC1CC(C)(C)NC(C)(C)C1	-6.7
COc1ccc(NC(=O)N(C)C[C@@H]2Oc3ccc(NS(=O)(=O)c4ccc(OC)cc4)cc3C(=O)N([C@H](C)CO)C[C@@H]2C)cc1	-14.9
CC(C)NC(=O)Nc1ccc2c(c1)CC(=O)N([C@@H](C)CO)C[C@@H](C)[C@@H](CN(C)Cc1ccc(C(F)(F)F)cc1)O2	1.1
O=C(Nc1cccnc1)C1CC(c2c(F)cccc2Cl)=NO1 (stereo unspecified)	-7.2
N#C/C(N=Cc1cccs1)=C(\C#N)NCc1c(F)cccc1Cl	23.4
O=C(CSc1nnc(-c2cccc(Cl)c2)n1-c1ccccc1)Nc1ccc(F)c(F)c1	-3.2
O=C(CSc1nc(-c2ccc(F)cc2)cs1)Nc1ccc(N2CCOCC2)c(Cl)c1	16.1
CNC[C@H]1Oc2ccc(NC(=O)Nc3ccc(F)cc3)cc2C(=O)N([C@H](C)CO)C[C@H]1C	-4.8
CC(C)(C)OC(=O)CC[C@@]12N=C(c3ccc(OCCCO)cc3)O[C@@H]1c1ccccc1CN(C(=O)c1ccccc1)C2=O	31.9
Cc1ccc(S(=O)(=O)Nc2ccc3c(c2)C(=O)N([C@H](C)CO)C[C@H](C)[C@H](CN(C)C(=O)Cc2ccccc2)OCCCC[C@@H](C)O3)cc1	21.1
CCCCCCCNS(=O)(=O)c1cccc2c(Cl)cccc12	-10.8
C[C@@H]1CCCCO[C@@H](CN(C)C(=O)c2ccccc2)[C@@H](C)CN([C@H](C)CO)C(=O)c2cc(NC(=O)CCC(F)(F)F)ccc2O1	26.7
C[C@@H]1CN([C@@H](C)CO)C(=O)c2cccc(NC(=O)c3ccncc3)c2O[C@@H]1CN(C)Cc1ccc(-c2ccccc2)cc1	6.4
C[C@H]1CN([C@@H](C)CO)C(=O)c2cc(NC(=O)C3CCCCC3)ccc2O[C@H]1CN(C)S(=O)(=O)c1ccccc1	-11.9
Cn1c(=O)c2c(O)c(C=Nc3ccc(Cl)cc3)c(=O)n(C)c2n(C)c1=O	-4.9
C[C@@H]1CN([C@H](C)CO)C(=O)c2cccc(NS(=O)(=O)c3cn(C)cn3)c2O[C@H]1CN(C)C	-4.6
C[C@@H]1CN([C@H](C)CO)C(=O)c2cccc(NS(=O)(=O)c3ccc(Cl)cc3)c2O[C@@H]1CN(C)Cc1ccc(C(F)(F)F)cc1	28.7
COc1ccc(-c2nnc(SCC(=O)Nc3c(F)cc(F)cc3Br)n2C)cc1	-3.1
COc1ccc(CN(C)C[C@@H]2Oc3ccc(NS(=O)(=O)c4ccc(Cl)cc4)cc3CC(=O)N([C@@H](C)CO)C[C@@H]2C)cc1	-6.3
C[C@H](CO)N1C[C@H](C)[C@@H](CN(C)C(=O)Nc2ccccc2)Oc2ccc(NC(=O)CCN3CCOCC3)cc2C1=O	12.2
Cc1noc(C)c1NC(=O)Nc1ccc2c(c1)C(=O)N([C@H](C)CO)C[C@H](C)[C@@H](CN(C)C(=O)Nc1ccc3c(c1)OCO3)O2	-5.9
CC(C)NC(=O)Nc1ccc2c(c1)C(=O)N([C@@H](C)CO)C[C@@H](C)[C@@H](CN(C)Cc1ccc3c(c1)OCO3)O2	15.5
CCOC(=O)/C=C/c1c(OC)cccc1OC	-1.3
CC1=CC(C)C(C(=O)O)C(C(=O)Nc2ccccc2)C1 (stereo unspecified)	-5.6
COc1cccc(OCC(=O)Nc2cc([N+](=O)[O-])ccc2OC)c1	15.4
C[C@H](CO)N1C[C@H](C)[C@H](CN(C)S(=O)(=O)c2cn(C)cn2)Oc2ccc(NS(=O)(=O)c3ccccc3)cc2C1=O	-6.6
C[C@@H]1CN([C@@H](C)CO)C(=O)c2cccc(NS(C)(=O)=O)c2O[C@H]1CN(C)Cc1ccncc1	-2.5
CNC[C@H]1Oc2ccc(N)cc2C(=O)N([C@@H](C)CO)C[C@@H]1C	-4.0
CNC[C@H]1Oc2ccc(NC(=O)C3CCCCC3)cc2C(=O)N([C@H](C)CO)C[C@H]1C	-4.3
C[C@@H]1CN([C@@H](C)CO)C(=O)c2cccc(NS(=O)(=O)c3cn(C)cn3)c2O[C@H]1CN(C)C(=O)NC1CCCCC1	-1.0
C[C@@H]1CN([C@H](C)CO)C(=O)Cc2cc(NC(=O)Cc3ccccc3)ccc2O[C@H]1CN(C)C(=O)Nc1ccccc1	47.5
C[C@@H]1CN([C@@H](C)CO)C(=O)c2cc(NC(=O)c3ccncc3)ccc2O[C@@H]1CN(C)C(=O)Nc1ccc2c(c1)OCO2	-5.5
COc1ccccc1NC(=O)c1cccc(S(=O)(=O)N2CCCC2)c1	10.6
O=C(COc1ccc(Br)cc1CO)Nc1ccc(F)cc1	-2.0
COc1ccc(S(=O)(=O)Nc2ccc3c(c2)C(=O)N([C@H](C)CO)C[C@H](C)[C@H](CN(C)S(=O)(=O)c2cccs2)O3)cc1	-1.8

Other records.
SMILES	ROS inducer
O=C(CC1NC(=O)NC1=O)Nc1ccccc1 (stereo unspecified)	-7.7
Cc1ccc(S(=O)(=O)N(C)C[C@H]2Oc3ccc(NC(=O)CCC(F)(F)F)cc3C(=O)N([C@@H](C)CO)C[C@@H]2C)cc1	-1.9
CN(C)c1ccc(/C=N/NC(=O)c2ccccn2)cc1	0.8
COc1ccc(S(=O)(=O)Nc2ccc3c(c2)C(=O)N([C@@H](C)CO)C[C@H](C)[C@H](CN(C)C)O3)cc1	0.1
N=C1S/C(=C\c2ccccc2)C(=O)N1c1ccc(F)cc1	2.6
COc1cc(CC(CO)C(CO)Cc2cc(OC)c(O)c(-c3cc(CC(CO)C(CO)Cc4ccc(O)c(OC)c4)cc(OC)c3O)c2)ccc1O (stereo unspecified)	-0.3
C[C@H](CO)N1C[C@H](C)[C@@H](CN(C)Cc2ccc(C(=O)O)cc2)Oc2ccc(NC(=O)Nc3ccc4c(c3)OCO4)cc2C1=O	-10.8
O=C(O)CCCCCCC(=O)NN=C1CCCC1	27.2
Cc1c(C(=O)Nc2ccccc2)sc2ncn(CC(=O)Nc3ccccc3C(F)(F)F)c(=O)c12	0.2
O=C(N/N=C/c1ccc(N2CCCC2)cc1)c1ccccn1	32.3
COc1ccccc1Nc1nc(N)nc(CSCCO)n1	123.1*
Cc1ccc(-c2ccc(=O)n(CCC(=O)NCCN3CCN(c4cccc(Cl)c4)CC3)n2)cc1	15.8
Cc1ccc(S(=O)(=O)N(C)C[C@H]2Oc3ccc(NC(=O)Cc4ccccc4)cc3C(=O)N([C@@H](C)CO)C[C@@H]2C)cc1	23.1
Cc1ccc(S(=O)(=O)N(C)C[C@H]2Oc3ccc(NS(=O)(=O)c4c(C)noc4C)cc3CC(=O)N([C@@H](C)CO)C[C@H]2C)cc1	-3.5
Cc1ccccc1NC(=O)Nc1ccccc1N1CCCCC1	16.0
C[C@H](CO)N1C[C@H](C)[C@H](CN(C)Cc2ccc(Cl)c(Cl)c2)Oc2ccc(NS(=O)(=O)c3ccc(Cl)cc3)cc2C1=O	16.4
CCC(=O)Nc1cccc(NC(=O)COc2ccc(Br)cc2)c1	-10.2
CC(C)NC(=O)N(C)C[C@@H]1Oc2ccc(NC(=O)NC3CCCCC3)cc2CC(=O)N([C@H](C)CO)C[C@@H]1C	-7.6
O=C(Nc1ccc(OCc2ccccc2)cc1)OCC1CN(Cc2ccccc2)CCO1 (stereo unspecified)	3.2
CCn1c(SCC(=O)c2ccc(OC)cc2)nnc1-c1ccccc1F	-17.9
COc1ccc(OC)c(N(CC(=O)Nc2c(F)cccc2F)S(C)(=O)=O)c1	-7.3
CC(C)CC(NC(=O)c1ccco1)C(=O)Nc1ccc2c(c1)OCCO2 (stereo unspecified)	1.7
COc1ccc([N+](=O)[O-])cc1NC(=O)C(C)Oc1ccccc1C (stereo unspecified)	16.5
Nc1ncc(Br)cc1S(=O)(=O)NCCC(=O)Nc1ccc(Cl)cc1	-10.4
COc1ccc(NC(=O)Nc2ccc3c(c2)CC(=O)N([C@H](C)CO)C[C@H](C)[C@H](CN(C)Cc2ccc(Oc4ccccc4)cc2)O3)cc1	18.0
C[C@H]1CN([C@@H](C)CO)C(=O)Cc2cc(NS(=O)(=O)c3cn(C)cn3)ccc2O[C@H]1CN(C)Cc1ccc(-c2ccccc2)cc1	94.6*
Cc1c(C)c(C)c(C(=O)/C=N/N)c(C)c1C	-14.1
CCN(CC(=O)Nc1ccc2c(c1)OCCO2)S(=O)(=O)c1ccc(Cl)cc1	-0.1
CC1=C(C(=O)c2ccccc2)C(NC(=O)c2ccncc2)(C(F)(F)F)C(=O)N1Cc1ccccc1 (stereo unspecified)	13.7
COc1ccc(NC(=O)N(C)C[C@@H]2Oc3ccc(NS(=O)(=O)c4cccs4)cc3CC(=O)N([C@H](C)CO)C[C@@H]2C)cc1	-2.4
C[C@@H]1CN([C@H](C)CO)C(=O)Cc2cc(NS(=O)(=O)c3ccccc3)ccc2O[C@@H]1CN(C)Cc1ccc(-c2ccccc2)cc1	14.6
C[C@H]1CN([C@@H](C)CO)C(=O)c2cc(NC(=O)Nc3ccc(F)cc3)ccc2O[C@@H]1CN(C)Cc1ccc(Oc2ccccc2)cc1	-0.2
C[C@H]1CN([C@@H](C)CO)C(=O)c2cccc(NC(=O)Nc3ccc(F)cc3)c2O[C@H]1CN(C)Cc1ccc(C(=O)Nc2ccccc2N)cc1	5.9

Laid out differently: entries from further up
CCN(CC(=O)Nc1ccc2c(c1)OCCO2)S(=O)(=O)c1ccc(Cl)cc1
  ROS inducer = -0.1

CC1=C(C(=O)c2ccccc2)C(NC(=O)c2ccncc2)(C(F)(F)F)C(=O)N1Cc1ccccc1 (stereo unspecified)
  ROS inducer = 13.7

COc1ccc(NC(=O)N(C)C[C@@H]2Oc3ccc(NS(=O)(=O)c4cccs4)cc3CC(=O)N([C@H](C)CO)C[C@@H]2C)cc1
  ROS inducer = -2.4

C[C@@H]1CN([C@H](C)CO)C(=O)Cc2cc(NS(=O)(=O)c3ccccc3)ccc2O[C@@H]1CN(C)Cc1ccc(-c2ccccc2)cc1
  ROS inducer = 14.6
